Source: PubChem (several laboratories)
PERK inh = human PERK inhibition, primary cell-based screen; Q9NZJ5; inhibition, % at 5.6 µM; 0.17% of 220,000 active; CHO PERK-DD fusion, SEAP luminescence translation reporter;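 active = inhibition above the mean inhibition of all tested compounds plus 3 SD, set separately per screening campaign, cut at about 2.9% in these data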;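 also: PERK kinase domain activated by AP20187 dimerizer at 100 nM; 0% = DMSO with dimerizer and 100% = rapamycin at 8.4 µM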
Thrombin inh = blocks human thrombin protease activity; inhibition, % at 5 µM; alpha-thrombin, Boc-VPR-AMC fluorogenic substrate cleavage; 0.26% of 220,000 active;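 active = inhibition at or above 40%; inactive = inhibition below 40%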;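 also: 0% = enzyme with no compound and 100% = wells without enzyme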
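Material: human alpha-thrombin enzyme / Medium: pH 7.5 Tris (50 mM) with NaCl 150 mM, Tween 20 0.05% / Compound: single-point dosing at 5 µM, 0.2% DMSO / Incubation: enzyme reaction carried out at room temperature / Detection: AMC fluorescence, 355/460 nm / Read-out basis: percent inhibition scaled between no-compound controls and no-enzyme blanks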
Cl transport mod = modulates chloride dependent transport by human KCC2 | Q9H2X9 | AID 1456 | B-score of Tl+ flux slope (higher = more flux/activation; lower = inhibition) at 10 µM | KCC2 cells, thallium flux FluoZin-2 fluorescence | 2.2% of 190,000 active;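 active = thallium flux slope and its plate-corrected score both differing from the plate sample mean at a set confidence after two filtering rounds, in either direction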;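 also: slope of fluorescence scaled to starting intensity during 10 to 20 s after thallium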
Target sequence (Q9H2X9 whole entry, looked up): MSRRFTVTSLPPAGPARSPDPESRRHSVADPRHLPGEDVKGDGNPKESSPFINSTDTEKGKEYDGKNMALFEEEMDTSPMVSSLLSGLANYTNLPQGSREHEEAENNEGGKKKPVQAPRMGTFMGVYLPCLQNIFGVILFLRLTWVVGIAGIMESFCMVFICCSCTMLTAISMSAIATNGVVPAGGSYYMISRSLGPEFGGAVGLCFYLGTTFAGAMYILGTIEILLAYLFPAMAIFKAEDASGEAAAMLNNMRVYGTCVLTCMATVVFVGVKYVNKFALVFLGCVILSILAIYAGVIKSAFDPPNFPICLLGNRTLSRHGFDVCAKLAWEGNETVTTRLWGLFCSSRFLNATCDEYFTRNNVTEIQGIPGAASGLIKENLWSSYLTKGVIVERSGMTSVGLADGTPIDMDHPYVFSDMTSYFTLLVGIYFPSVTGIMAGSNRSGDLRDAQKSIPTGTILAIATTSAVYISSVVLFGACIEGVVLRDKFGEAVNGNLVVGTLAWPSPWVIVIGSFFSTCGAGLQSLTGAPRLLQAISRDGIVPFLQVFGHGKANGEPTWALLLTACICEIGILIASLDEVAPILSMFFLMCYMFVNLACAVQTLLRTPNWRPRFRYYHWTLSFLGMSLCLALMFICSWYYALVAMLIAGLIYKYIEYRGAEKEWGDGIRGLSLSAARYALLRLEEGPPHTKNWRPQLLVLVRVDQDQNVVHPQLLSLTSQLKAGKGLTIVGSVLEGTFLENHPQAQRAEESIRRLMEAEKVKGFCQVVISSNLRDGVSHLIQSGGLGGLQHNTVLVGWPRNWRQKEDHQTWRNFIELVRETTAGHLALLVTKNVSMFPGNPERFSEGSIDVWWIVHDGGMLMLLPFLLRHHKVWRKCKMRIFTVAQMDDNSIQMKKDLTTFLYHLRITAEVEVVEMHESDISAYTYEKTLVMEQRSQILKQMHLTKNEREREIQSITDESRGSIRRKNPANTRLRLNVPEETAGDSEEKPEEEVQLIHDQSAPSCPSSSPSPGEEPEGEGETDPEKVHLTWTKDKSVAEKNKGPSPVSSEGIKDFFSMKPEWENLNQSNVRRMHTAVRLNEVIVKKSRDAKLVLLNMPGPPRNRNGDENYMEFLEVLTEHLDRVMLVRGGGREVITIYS
FXIIa inh 1536 = factor XIIa (human) inhibition | P00748 | purified FXIIa, Boc-QGR-AMC fluorogenic substrate, 2 h | inhibition, % at 5 µM | 0.3% of 220,000 active; in the data active = inhibition above about 40%;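 also: 0% = enzyme with no compound and 100% = blank without enzyme; many of its hits are not listed in these tables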
Wee1 degr inh = human Wee1 degradation inhibition, primary screen. P30291. HeLa Luc-Wee1K328M stability, luciferase luminescence; 100% = proteasome inhibitor MG132 effect. reporter increase, % at 5 µM. 1.2% of 220,000 active;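 active = activation above the mean of all tested compounds plus 3 SD, set per screening run, cut at about 8.8% in these data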;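 also: cells exposed to compound for 20 h before luminescence read; 0% = DMSO alone and 100% = MG132 at 30 µM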
FXIa inh = inhibitors of human coagulation factor XIa. inhibition, % at 5 µM. P03951. 0.14% of 220,000 active. purified FXIa, Boc-Glu-Ala-Arg-AMC fluorogenic substrate;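 active = inhibition of at least 40%; inactive = inhibition below 40%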;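 also: fluorescence of freed AMC excited at 355 nm; 0% = enzyme without compound and 100% = no enzyme blank; many of its hits are not listed in these tables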
p97 ATPase inh = inhibitors of human p97 ATPase. 0.42% of 220,000 active. inhibition, % at 8 µM. AID 1481. recombinant p97 ATPase, Kinase-Glo ATP luminescence, 3 h; in the data active = inhibition above about 15%;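 also: 0% = DMSO vehicle and 100% = wells lacking enzyme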
Furin inh = inhibitors of human furin; P09958; purified furin, fluorogenic substrate cleavage; inhibition, % at 30 µM; 0.061% of 220,000 active; in the data active = inhibition above about 25%; also: inactives centre near -15
KLK5 inh = inhibitors of human kallikrein 5; recombinant hK5, fluorogenic AMC substrate cleavage; inhibition, % at 5 µM; 0.59% of 210,000 active;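 active = inhibition of 40% or more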;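 also: 0% = enzyme controls without compound and 100% = no-enzyme blanks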
An asterisk follows results filed as active; . = no result given; & = joins results of further samples; [ ] = dose if it differs, or a comment.

SMILES	PERK inh	Thrombin inh	Cl transport mod	FXIIa inh 1536	Wee1 degr inh	FXIa inh	p97 ATPase inh	Furin inh	KLK5 inh
O=C(O)[C@H](Cc1ccccc1)N1C(=O)c2ccncc2C1=O	0.2	-4	.	6	2	-6	4	-14	-7
Cc1ccccc1N(CC(=O)NC(C)(C)C)C(=O)c1ccc(-c2ccccc2)[nH]1	-0.2	-20	-0.59	-4	-1	-2	-3	-30	-5
CCOC(=O)c1nc2sc3c(c2c(=O)[nH]1)CCCC3	1.1&0.6	2	-0.23&0.45	0&-3	-2&6	-10&-4	6&4	-27[20 µM]	-53&-4
Cc1cc(C)n(S(=O)(=O)c2cc(C)c(C)cc2C)n1	0.9	0	.	7	1	-10	3	-16[20 µM]	-2
CCCCC1CCCC12NC(=O)NC2=O (centres undefined)	-0.1	0	0.69	8	-1	-6	-4	-21	-4
CC(C)Cc1nnc(NC(=O)CSc2ncn[nH]2)s1	0.7	1	-0.68	16	0	8	2	-15[20 µM]	-7
CCOC(=O)N1CCN(C(=O)c2cccc(NS(=O)(=O)c3ccc(F)c(F)c3)c2)CC1	0.4	-11	-1.2	-1	-3	-9	-4	-18	-14
Cc1ccc(-c2cc(C(=O)N/N=C/c3c[nH]c4ccccc34)[nH]n2)cc1	-0.3	-1	-1.7	25	6	16	11	-17	-12
COc1ccc([N+](=O)[O-])c2c(=O)ccoc12	0.3	-10	-0.38	5	-3	0	6	-17	-17
CCn1cc([N+](=O)[O-])c(C(=O)Nc2ccc3c(c2)OCCO3)n1	-0.2	4	1	15	-1	14	3	-14[20 µM]	7
CCOc1ccc2c3c(c(=O)oc2c1OCC)CCCC3	-1.0	2	-1	15	7	14	-10	-3[20 µM]	3
Clc1ccc2nc(CSc3ncn[nH]3)cn2c1	0.8	-2	1.1	-8	5	-7	-1	-24	-26
O=C(Nc1ccc(Cl)cc1)N1CCC(c2ccccc2)C1 (centres undefined)	0.8	0	-0.7	12	9	2	2	-39	.
CCOn1c(SC(C)C)nc2ccccc2c1=O	1.4	-9	0.6	2	-3	-3	2	-18[20 µM]	-8
N#Cc1cnn2c3c(cnc12)C(=O)N1CCc2ccccc2C1C3 (centres undefined)	0.2	-40	.	-6	-2	-10	4	-21	-11
COC(=O)C(NNc1ccc(F)cc1)(NC(=O)c1ccccc1)C(F)(F)F (centres undefined)	0.4	-6	1.2	5	3	-1	0	-10	-7
O=C(Nc1cccs1)Nc1c(F)c(F)c(F)c(F)c1F	0.6	-6	-0.039	6	9	3	5	-11	-17
CCOC(=O)c1c(NC(=O)C2CCCCC2C(=O)O)sc2c1CCCCC2 (centres undefined)	2.4	2	-1.2	4	-2	-3	0	-12	-5
Cc1ccc(-n2nnnc2Sc2nc([N+](=O)[O-])nn2C)cc1C	0.0	-1	-0.052	18	1	5	-4	-17	-10
c1ccc(-n2ncc3c2ncn2nc(-c4ccco4)nc32)cc1	-0.7	-6	.	3	2	1	4	-16	-5

Some of the entries so far, bar-delimited.
compound | PERK inh | Thrombin inh | Cl transport mod | FXIIa inh 1536 | Wee1 degr inh | FXIa inh | p97 ATPase inh | Furin inh | KLK5 inh
O=C(O)[C@H](Cc1ccccc1)N1C(=O)c2ccncc2C1=O | 0.2 | -4 | . | 6 | 2 | -6 | 4 | -14 | -7
Cc1ccccc1N(CC(=O)NC(C)(C)C)C(=O)c1ccc(-c2ccccc2)[nH]1 | -0.2 | -20 | -0.59 | -4 | -1 | -2 | -3 | -30 | -5
CCOC(=O)c1nc2sc3c(c2c(=O)[nH]1)CCCC3 | 1.1&0.6 | 2 | -0.23&0.45 | 0&-3 | -2&6 | -10&-4 | 6&4 | -27[20 µM] | -53&-4
Cc1cc(C)n(S(=O)(=O)c2cc(C)c(C)cc2C)n1 | 0.9 | 0 | . | 7 | 1 | -10 | 3 | -16[20 µM] | -2

(cont.)
SMILES	PERK inh	Thrombin inh	Cl transport mod	FXIIa inh 1536	Wee1 degr inh	FXIa inh	p97 ATPase inh	Furin inh	KLK5 inh
Nc1n[nH]c(C2CC2)c1N=Nc1ccc(Cl)cc1	1.2	-5	0.63	8	-2	4	-1	4	-1
COc1cccc(C(=O)COC(=O)c2ccc(NC(=O)c3ccccc3)cc2)c1	2.4	.	.	.	0	.	5	-15[20 µM]	.
O=C1CCN(CCc2ccccc2)CCN1[C@H](CSc1ccc(Br)cc1)c1ccccc1	.	2	-0.43	8	.	1	.	-30	1
CON=C1CCN(c2ncc(C(F)(F)F)cc2Cl)CC1	1.2	5	1	-3	3	6	6	-14	5
Cc1cc(C(=O)COC(=O)c2cccnc2Cl)c(C)n1CC1CCCO1 (centres undefined)	-0.3	1	-0.27	10	-2	0	-10	-11	2
CC(C)n1cc(/C=C2/SC(=O)N(CC(=O)Nc3ccc4c(c3)OCO4)C2=O)c2ccccc21	2.2	1	.	9	3	0	3	-18[20 µM]	-2
Cc1ccc2[nH]cc(C(=O)CN3CCOCC3)c2c1	0.9	0	0.34	3	0	-3	-1	-11[20 µM]	-5
Cc1ccc(-n2c(SCC(=O)Nc3cccc(S(=O)(=O)NC4=NCCCCC4)c3)nc3ccccc3c2=O)cc1	-0.1	7	0.31	-5	-1	2	9	-5	-1
O=C1C2CCCCC2C(=O)N1c1ccc(NC2CCCCC2)c([N+](=O)[O-])c1 (centres undefined)	0.7	-4	-0.75	6	-3	-2	3	-4	-21
COc1ccc(N2C(=O)CC(SCC(=O)O)C2=O)cc1 (centres undefined)	0.5	-1	0.47	7	3	4	2	-17[20 µM]	-10
COc1ccc(C(=O)NCc2ccc3c(c2)OCO3)cc1S(=O)(=O)N(C)Cc1ccccc1	-0.3	-4	-1.4	15	-1	6	2	-12	-6
O=C(Oc1ccc(Cl)cc1)c1ccc(N2CCOCC2)c([N+](=O)[O-])c1	1.7	6	0.1	4	-3	3	3	-7	-3
CC(C)C(NC(=O)CSc1ccc(Cl)cc1)C(C)C	-0.9	-8	-0.0065	10	-1	0	-4	-3[20 µM]	-8
COC(=O)c1ccc(Cn2cnc3c(cnn3-c3ccc(Cl)cc3)c2=O)o1	0.2	3	0.091	18	-2	12	3	-11	-4
O=c1cc(CO)oc(CN2CCC(Cc3ccccc3)CC2)c1O	1.2	1	0.066	14	-3	7	6	-22	-20
Cc1oc(C(=O)Nc2ccc(C(=O)O)cc2)cc1COc1ccccc1	0.9	-2	.	18	1	4	0	-19[20 µM]	10
CN(Cc1ccccc1)Cc1nc2c(c(=O)n(C)c(=O)n2C)n1Cc1ccc(F)cc1	-1.4	-3	.	9	0	5	-5	-3	-23
CC(C)(C)C(=O)N1CCC(O)(CS(=O)(=O)Cc2ccccc2)CC1	0.8	-5	-1.2	15	1	0	5	-28	0
O=C1COc2ccc(-c3csc(=Nc4ccc(OC(F)F)cc4)n3CC3CCCO3)cc2N1 (centres undefined)	-0.9	4	-4.8*	18	0	3	-3	-17[20 µM]	2
CCOc1ccccc1/C=N/Nc1ccccc1[N+](=O)[O-]	1.2	0	.	1	-1	5	4	-1	6
CCOC(=O)c1cnc(SC)nc1N	0.3	-9	-0.28	-6	0	-3	-2	-5[20 µM]	-22
CC(=O)N(c1cccc(Cl)c1)c1nc(C)cc(C)c1C#N	0.9	-3	-0.65	3	4	0	3	-23	1
COc1cc(Br)c(CC(=O)O)cc1OC	.	2	.	13	.	9	.	.	-21
CCC1(C)Cc2ccccc2-c2c1c(=O)n(-c1ccc(C)cc1)c1nnnn21 (centres undefined)	0.5	12	0.75	11	0	19	3	-20[20 µM]	22
Cc1nc2nc(SCC(=O)c3ccccc3)[nH]c2cc1Br	0.9	0	-0.13	10	-3	0	2	-26	1
CC(=O)N1CCc2cc(Br)cc(S(=O)(=O)N3CCN(C(=O)c4ccco4)CC3)c21	-1.0	0	-3.1	19	0	0	2	-13	-18
Cc1ccc(NC(=S)NC2CC3CCC(C2)N3Cc2ccco2)c(C)c1 (centres undefined)	0.8	4	.	26	-2	5	0	-31[20 µM]	-10
Cn1c(=O)c2c(nc(SCC(=O)c3cccs3)n2Cc2ccc(F)cc2)n(C)c1=O	-0.5	-2	0.024	13	2	-2	4	-15	-36
Cc1sc(NC(=O)c2cc(-c3ccccc3)nc3ccccc23)c(C(N)=O)c1C	-0.6	7	0.37	2	3	4	-6	-9	1
Cc1ccc(-n2ncc3c(=O)n(-c4ccc(C)c(C)c4)c(-c4ccco4)nc32)cc1	-0.2	-5	-0.12	1	-2	-10	-3	-8[20 µM]	-1
CC(C)Oc1cccc(-c2cc(C(=O)N3CCN(S(C)(=O)=O)CC3)c3ccccc3n2)c1	-1.3	-3	.	9	3	-1	-1	-18[20 µM]	1
O=C(N1CCOCC1)N1CCN(Cc2ccccc2)CC1	-0.9	-1	0.28	4	-2	2	2	-18	-20
O=C(Cc1cccs1)NCCN1CCOCC1	-0.1	-9	0.044	0	2	0	-1	-5	-21
Cc1csc(=Nc2ccccc2)n1C	0.7	-6	-0.025	4	-1	-5	2	-20	-19
COc1ccccc1N1C(=O)C(Cl)=C(Nc2ccccc2O)C1=O	-0.2	17	-0.026	2	0	-5	14	-22	0
COc1ccc(NC(=O)CC2C(=O)N(C)C(=S)N2CCc2ccccc2)cc1 (centres undefined)	0.2	-3	0.081	11	-1	1	2	-20	-8
Cc1nn(-c2ccccc2)c(C)c1C=O	0.1	-9	-1.3	3	-2	-3	0	-17	-4
O=C(CCNC(=O)c1ccco1)Nc1ccccc1N1CCOCC1	0.0	0	0.61	0	-3	2	5	-25	-17
NCC(c1ccccc1)c1c[nH]c2ccccc12 (centres undefined)	0.5	24	0.94	28	-1	31	-2	0	34
Cc1ccc(NC(=O)c2cnccn2)cc1S(=O)(=O)N(C)C	1.2	-9	-0.0026	9	2	8	6	-7	4
COc1ccccc1CNC(=O)CSc1ccc(-c2ccccn2)nn1	-0.2	-10	-0.85	6	2	-1	-4	-20	-5
COCCCNC(=S)NNC(=O)C(O)(c1ccccc1)c1ccccc1	0.2	8	-0.29	-1	2	-8	-1	-4	-15
CC(=O)Nc1ccc(Nc2ccc3nonc3c2[N+](=O)[O-])cc1	-0.3	13	0.034	6	4	-1	-1	-9	-3
Cc1cc(C)cc(OCC(=O)Nc2ccc3c(c2)C(=O)c2ccccc2C3=O)c1	0.2	-10	0.21	0	0	-1	6	-25	-33
COc1cccc(C2C3=C(N=c4s/c(=C\c5ccc(O)cc5)c(=O)n42)c2ccccc2CC3)c1OC (centres undefined)	0.1	-5	0.15	11	1	6	5	-13	4
Cc1ccc(NC(=O)c2sccc2SCc2cccc(C(F)(F)F)c2)cc1	-0.1	1	0.063	12	4	3	0	-6[20 µM]	5
COc1ccc(NCC(=O)Nc2ccc(C#N)cc2)cc1Cl	0.7	-13	-0.62	-1	-3	-5	3	7[20 µM]	-28
CC(=O)Nc1nc(C(=O)O)cs1	0.4	-9	-0.023	2	-2	3	2	-11	-2
Cc1ccc(-c2csc(/C(C#N)=C(\O)CCl)n2)cc1	0.6	5	-2.9	1	6	-1	6	-9	-3
Cc1nn(-c2cc(N3CCOCC3)ccc2N)c(=O)c2ccccc12	0.1	2	0.049	13	-2	1	-2	-13[20 µM]	28
CCn1c(-c2cc(Br)ccc2O)n[nH]c1=S	0.5	.	2.3	.	-4	.	3	-25[20 µM]	.
CS(=O)(=O)c1cccc(NC(=O)c2ccc(Cl)c(Cl)c2)c1	-1.4	-4	0.16	.	-2	-6	-7	-19	-2
CC1CC2OC(=O)C3(C)CCCC(C)(C23)C1(O)CCc1ccoc1 (centres undefined)	0.7	1	0.47	9	3	-3	4	-1	2
O=c1[nH]ncc(N/N=C\c2cccnc2)c1Cl	0.4	-7	-0.88	4	4	-2	-3	-3	-1
